GAA850 FXN act: activators of GAA850 frataxin (FXN) promoter | HEK293 lucGAA850 FXN promoter luciferase reporter, 24 h; percent of 10 µM SAHA response | activation, % at 6 µM | hit rate 0.56% among 360,000 | AID 540364;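 active means activation above the average of all compounds screened plus 3 SD, cutoff fixed separately per campaign, cut at about 7.5% in these data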;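 further: 0% = DMSO wells and 100% = 10 µM SAHA wells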
rCAG binder: r(CAG) repeat RNA binding | TO-PRO-1 dye displacement fluorescence | inhibition, % at 3 µM | hit rate 1.3% among 370,000 | AID 651821;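 active means inhibition above the plate cutoff, the mean of all test compounds on that plate plus 3 SD, cut at about 35% in these data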;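 further: 0% = DMSO alone and 100% = 100 µM mitoxantrone as full dye displacement; higher means more dye released from RNA so lower well fluorescence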
ADAM10 inh: inhibitors of human ADAM10; AID 720582; hit rate 0.62% among 370,000; recombinant ADAM10, EDANS/DABCYL FRET peptide cleavage, 3 h; inhibition, % at 7 µM;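 active means inhibition above a per-campaign cutoff equal to the mean of compounds falling between control-based bounds plus 3 SD, cut at about 20% in these data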;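 further: 0% = DMSO wells while the 100% control is not disclosed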
DDE Tn6 FP inh: DD(E)-Tn6 binding inhibition, primary FP screen. P02675. hit rate 0.21% among 370,000. Fibrin DD(E) TRITC-Tn6 fluorescence polarization displacement. inhibition, % at 8.3 µM. AID 720509;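 active means inhibition above a per-campaign cutoff: mean of compounds within control limits plus 3 SD, cut at about 15% in these data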;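 further: 0% = median of all compound wells on the plate and 100% = blocking peptide control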
KLK7 zymogen act: activates the human kallikrein-7 zymogen | hit rate 0.9% among 370,000 | activation, % at 7 µM | AID 652039 | purified proKLK7, EDANS-DABCYL substrate fluorescence; 100% is mature enzyme control, 0% vehicle | P49862;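 active means activation above the mean of all tested compounds plus 3 SD, computed per campaign excluding outliers beyond control limits, cut at about 13% in these data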
ASAP1 GAP inh: blocks human ASAP1-stimulated Arf1 GTP hydrolysis; Q9ULH1; GDP FP detection; inhibition, % at 16.5 µM; hit rate 0.19% among 360,000; in the data active means inhibition above about 25%;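 further: 0% = vehicle with enzyme and substrate and 100% = no enzyme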
GC-A act: GC-A (human) enzyme activation. P16066. HEK293 GC-A cells, cGMP TR-FRET, EC30 ANP; 0% at EC30 ANP, 100% saturating ANP. activation, % at 10 µM. hit rate 0.14% among 370,000; in the data active means activation above about 40%
Target sequence (P16066 whole entry, looked up): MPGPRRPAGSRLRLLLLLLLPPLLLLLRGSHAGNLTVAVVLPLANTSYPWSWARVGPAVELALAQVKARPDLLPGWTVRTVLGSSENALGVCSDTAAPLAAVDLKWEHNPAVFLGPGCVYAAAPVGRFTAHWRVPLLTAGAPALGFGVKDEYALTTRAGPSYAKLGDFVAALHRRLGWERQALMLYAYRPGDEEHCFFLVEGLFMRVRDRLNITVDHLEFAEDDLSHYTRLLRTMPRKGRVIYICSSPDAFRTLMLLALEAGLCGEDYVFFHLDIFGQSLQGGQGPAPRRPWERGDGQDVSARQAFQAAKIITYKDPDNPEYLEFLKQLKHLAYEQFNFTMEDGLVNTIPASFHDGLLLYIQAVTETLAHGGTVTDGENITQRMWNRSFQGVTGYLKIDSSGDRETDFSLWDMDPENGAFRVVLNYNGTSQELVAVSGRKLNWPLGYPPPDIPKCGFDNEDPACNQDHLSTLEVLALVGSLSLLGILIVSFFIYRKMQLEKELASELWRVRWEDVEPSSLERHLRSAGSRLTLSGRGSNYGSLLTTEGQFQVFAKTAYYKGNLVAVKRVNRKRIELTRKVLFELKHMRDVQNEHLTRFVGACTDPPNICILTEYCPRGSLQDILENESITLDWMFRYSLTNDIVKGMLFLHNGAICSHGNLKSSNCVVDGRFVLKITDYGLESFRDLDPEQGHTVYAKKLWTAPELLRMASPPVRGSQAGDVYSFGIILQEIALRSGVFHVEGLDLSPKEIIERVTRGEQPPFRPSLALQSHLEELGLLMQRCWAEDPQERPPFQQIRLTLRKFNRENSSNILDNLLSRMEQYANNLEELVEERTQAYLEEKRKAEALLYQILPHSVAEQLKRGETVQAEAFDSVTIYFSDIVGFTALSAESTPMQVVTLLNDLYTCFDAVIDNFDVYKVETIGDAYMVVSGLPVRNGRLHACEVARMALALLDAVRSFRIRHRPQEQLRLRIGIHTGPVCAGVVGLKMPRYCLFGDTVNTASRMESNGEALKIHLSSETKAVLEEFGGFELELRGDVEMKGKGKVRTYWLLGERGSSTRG
ARFGAP1 inhibitor: inhibitors of rat ARFGAP1; AID 651572; Q62848; hit rate 0.26% among 360,000; Arfgap1-stimulated ARF1 GTP hydrolysis, GDP FP detection; inhibition, % at 16.5 µM;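 active means inhibition above a per-plate limit, mean inhibition of low control wells plus 3 SD, cut at about 25% in these data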;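 further: 0% = DMSO wells with enzyme and 100% = wells lacking Arfgap1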
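Repeats: one replicate per compound; assay system: rat Arfgap1 catalytic domain, aa 1-136; times: enzyme reaction 120 min at 25 °C after 20 min preincubation; detection: FP of antibody-bound GDP Alexa 633 tracer, ex 620/em 688 nm; benchmarks: high control wells lacking Arfgap1, low control full reaction with DMSO; reagent: human ARF1(Δ1-17)-GTP substrate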
GC-B act: GC-B (human) receptor activation; activation, % at 10 µM; P20594; hit rate 0.11% among 370,000; HEK293-GC-B cells, CNP EC30, cGMP TR-FRET; 0% at EC30 CNP, 100% saturating CNP;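 active means activation at 10 µM reaching about 35% in either raw or pattern-adjusted values, limit read from the data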
sPLA2-III inh: Inhibits HGIII-sPLA2 liposome hydrolysis, primary screen; QFRET BODIPY PC-A2 liposome hydrolysis, fluorescence; inhibition, % at 12.2 µM; hit rate 0.56% among 370,000;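 active means inhibition above mean plus 3 SD of compounds lying within the high and low control bounds, cut at about 19% in these data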;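 further: 0% = median of test compound wells and 100% = no enzyme DMSO wells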
An asterisk follows results filed as active; / = not tested or not shown.

SMILES	GAA850 FXN act	rCAG binder	ADAM10 inh	DDE Tn6 FP inh	KLK7 zymogen act	ASAP1 GAP inh	GC-A act	ARFGAP1 inhibitor	GC-B act	sPLA2-III inh
O=c1c(-c2ccccc2)nc(-c2ccccc2)cn1O	2.8	3	-3	5	-0.1	1	0	13	8	7
CCCCc1ccc(NC(=O)N[C@H](C(=O)O)C(C)C)cc1	-1.3	5	-30	2	0.2	-4	-1	-1	-1	-5
CC(C)(CCC(=S)N1CCOCC1)c1ccccc1	0.9	-1	-7	6	-0.5	0	-3	-7	1	8
COc1cc(CN2CCNC(=O)C2CC(=O)N(C)CCN2CCOCC2)cc(OC)c1 (stereo not drawn)	-0.8	-1	-16	-5	0.4	10	1	28*	5	-1
CC(=O)c1cnc2c(-c3ccccc3)c(-c3ccccc3)nn2c1C	1.8	1	-4	7	0.4	-3	-10	-2	-11	-1
CC(=O)c1ccc(NC(=S)N2CCC(O)CC2)cc1	0.0	1	5	-3	0.1	4	-1	-13	-3	-2
COc1cc(-n2c(=O)c3ccccc3n(Cc3cc(=O)n4ccccc4n3)c2=O)cc(OC)c1OC	1.2	-1	-17	6	1.1	-1	0	-5	3	6
Cc1cc(NC(=O)COC(=O)[C@H](Cc2c[nH]c3ccccc23)NC(=O)c2ccc(F)cc2)no1	0.4	1	6	1	0.1	-4	-3	4	-4	-47
O=C(/C=C/c1ccc([N+](=O)[O-])cc1)NCC1CCCO1 (stereo not drawn)	1.6	1	11	6	-0.5	-5	-4	-7	-3	1
c1ccc(NN=C(c2ccccc2)c2cccs2)cc1	-0.4	6	-6	-1	-0.8	6	-3	6	-1	12
COC(=O)c1ccc(CSc2nnc(SCc3ccc(C(=O)OC)o3)s2)o1	0.1	6	-6	2	-0.3	0	6	4	7	-8
CCCN(CC(=O)Nc1ccccc1C)C(=O)CCNC(=O)c1ccccc1Cl	1.1	-2	0	-4	1.1	-6	0	13	2	5
Cc1cn(S(=O)(=O)c2ccccc2[N+](=O)[O-])cn1	1.9	-2	3	-4	0.4	0	-1	9	3	2
CCC1C=C(c2ccccc2)C=CN=C1N(CC)CC (stereo not drawn)	-0.6	-1	-3	-2	0.2	8	-7	-1	1	7
CN1C(C(=O)Nc2ccccn2)=C(O)c2ccccc2S1(=O)=O	-0.9	2	-2	-4	0.5	-6	5	8	3	14
COCCCNC(=O)C[C@H]1C[C@@]2(C(=O)OC)C(=C[C@H](C(C)C)O[C@@H]2C2CC2)N(CCc2ccc(OC)c(OC)c2)C1=O	/	-3	3	-1	-0.5	/	0	/	6	9
CCN(C(=O)CSc1nnc(C)n1-c1ccc(C)cc1)c1c(N)n(Cc2ccccc2)c(=O)[nH]c1=O	-0.2	1	-1	-1	-0.5	1	-2	6	-1	5
Cc1ccc(S(=O)(=O)N(C)C[C@H]2OCCCC[C@H](C)Oc3ccc(NC(=O)Nc4cccc5ccccc45)cc3C(=O)N([C@@H](C)CO)C[C@H]2C)cc1	-5.1	17	-96	-11	-8.0	10	2	5	1	-6
CCOC(=O)N1CCC(N2Cc3cccc(C(=O)Nc4ccc(S(=O)(=O)N(CC)CC)cc4)c3C2=O)CC1	-1.2	6	-8	6	0.5	4	-1	3	0	4
N#Cc1ccccc1NC(=O)C(=O)NCC1CCCN1S(=O)(=O)c1cccs1 (stereo not drawn)	1.9	2	-10	-1	0.2	7	-1	3	3	4
COC(=O)c1ccc2nc(-c3cccc(Br)c3)c(Cc3ccsc3)n2c1	/	23	-34	3	-1.5	1	8	-7	3	-14
COc1ccc(Cl)cc1-c1noc([C@@H]2O[C@H](CO)[C@H](O)[C@H](O)[C@H]2O)n1	1.9	1	-6	10	-0.4	3	-1	-4	1	-4
CC(C(=O)N(C)C)N1c2cccc3cccc(c23)S1(=O)=O (stereo not drawn)	-0.1	-3	-153	-10	8.0	12	-3	-3	2	3
CCCn1cnc2c(SCCc3ccccc3)nc(N)nc21	4.1	-1	-108	-4	-0.1	-8	-3	-1	2	-6
CCCCn1c(N)c(N(CCC(C)C)C(=O)c2ccc(-c3ccc([N+](=O)[O-])cc3)o2)c(=O)[nH]c1=O	0.1	3	-20	1	0.2	-3	-4	6	-2	15
Cn1cc(CNCc2ccc(-n3cccn3)cc2)c(-c2ccccc2F)n1	3.8	-1	-7	4	-0.5	-2	-35	-5	-15	-1
COc1cc(-c2nnc(-c3cccs3)o2)cc(OC)c1OC	2.4	1	-17	3	1.5	3	-12	-6	-6	7
C/C(Cl)=C\Cn1c(O)c(N=NC(N)=S)c2ccccc21	-0.5	10	4	7	-0.2	-11	-1	1	6	7
Cc1cc[n+](C(C)C(=O)c2ccc(Cl)cc2)cc1 (stereo not drawn)	-0.6	-2	-2	-5	0.3	0	2	3	1	0
CC(Oc1ccc(Cl)cc1Cl)C(=O)Nc1cccnc1 (stereo not drawn)	1.4	0	8	0	-0.2	-7	-1	-11	-4	4
Cc1c(N=C2NN=C(c3c[nH]c4ccccc34)CS2)c(=O)n(-c2ccccc2)n1C	1.6	14	-31	7	0.7	-1	-1	14	-3	0
Cc1ccc(CNC(=O)C2CC(c3cc(C(F)(F)F)cc(C(F)(F)F)c3)=NO2)o1 (stereo not drawn)	-4.8	-12	6	5	0.0	9	-3	-2	-2	-5
Cc1ccc(NS(=O)(=O)c2ccc(OCC(=O)NCc3cccnc3)cc2)cc1	-1.4	-2	7	1	0.4	-9	1	-3	-7	-5
COc1ccc(/C=C/S(=O)(=O)NC2CCCC2)c(CNC(=O)OC(C)(C)C)c1	/	2	1	-2	0.3	/	0	/	-6	-6
CCOCCc1nnc(NC(=O)Cc2c(F)cccc2Cl)s1	-1.0	-1	6	3	0.3	-14	-2	0	2	-2
CCN(CC)S(=O)(=O)c1cc(NC(=O)CSc2nc3c(cc2C#N)C(=O)CC(C)(C)C3)ccc1C	10*	1	-4	6	-0.8	-7	-10	8	3	12
CCSc1nc2n(n1)C(c1cccc(F)c1)C1=C(CCCC1=O)N2 (stereo not drawn)	-4.5	-3	-69	9	-8.6	20	-22	-1	-22	-3
N#Cc1c(Nc2ccccc2)sc(C(=O)c2ccccc2)c1N	2.4	11	-2	-5	-0.3	-2	-5	4	0	-5
CCCC(=O)Nc1nc(-c2ccccc2)ns1	3.8	-1	3	9	0.5	-10	6	-7	1	0
Cc1nc2ncnn2c(C)c1CCC(=O)NCCCN1CCN(c2cccc(Cl)c2)CC1	-0.5	-8	1	1	1.0	-9	0	-2	2	-3
COc1ccc(N(CC(=O)N2CCN(c3ccccc3F)CC2)S(=O)(=O)c2ccc(C)cc2)cc1	1.4	-1	-2	-3	0.3	8	0	6	3	5
Cc1ccc(S(=O)(=O)N2CCC3CC2c2cc(Cl)ccc23)cc1 (stereo not drawn)	-1.2	1	-12	-4	-0.4	6	-2	-11	0	1
O=C(OCC1CCNCC1)c1ccc(F)cc1	0.4	0	-1	3	-0.7	-3	2	-6	1	5
CCOc1ccc(N(CC(=O)N/N=C/c2ccccn2)S(=O)(=O)c2ccc(Cl)cc2)cc1	0.3	3	3	2	0.1	7	-6	9	4	-5
FC(F)Oc1ccccc1NC(=S)Nc1cccc(Cl)c1Cl	2.2	-1	-10	-1	-0.4	14	6	-5	-2	6
Cc1cc(C)nc(SCc2cn3c(C)cc(C)nc3n2)n1	1.8	-3	-302	7	4.9	-11	4	3	2	1
FC(F)(F)c1cc(-c2ccccc2)nc2ncnn12	0.6	-1	-160	1	0.5	2	3	7	0	4
O=c1cc(CN2CCN(S(=O)(=O)c3ccccc3)CC2)nc2sccn12	-0.2	-3	-8	6	0.6	3	-5	9	1	3
Nc1nc2ccccc2n1C(=O)c1cccs1	0.4	3	1	0	-0.4	1	-2	2	-3	0
Cc1cccc(N2CCN(Cc3ccoc3)CC2)c1C	-1.2	-7	-5	-2	0.0	5	-4	22	-1	13

(more compounds)
SMILES	GAA850 FXN act	rCAG binder	ADAM10 inh	DDE Tn6 FP inh	KLK7 zymogen act	ASAP1 GAP inh	GC-A act	ARFGAP1 inhibitor	GC-B act	sPLA2-III inh
Cc1cc(C2=NNC(=Nc3ccccc3)SC2)c(C)n1C	7.2	15	8	-6	0.0	2	6	5	1	11
CCc1cccc(CC)c1N(COC)C(=O)Cn1c(C(C)O)nc2ccccc21 (stereo not drawn)	0.5	-7	-1	5	0.2	0	-2	-6	0	-4
COc1ccc(/C=N/Nc2cc(C)nc(N3CCOCC3)n2)c(OC)c1	1.4	-2	-3	-3	-0.4	4	6	8	-1	0
Cc1nc(SCC(=O)N(CC(C)C)C2CCS(=O)(=O)C2)c2ccccc2n1 (stereo not drawn)	-0.1	-3	-3	-8	-0.5	-2	-3	3	-3	1

Grouped by structure: the compounds so far with an aryl thioether with sulfur outside any ring (7)
SMILES	GAA850 FXN act	rCAG binder	ADAM10 inh	DDE Tn6 FP inh	KLK7 zymogen act	ASAP1 GAP inh	GC-A act	ARFGAP1 inhibitor	GC-B act	sPLA2-III inh
COC(=O)c1ccc(CSc2nnc(SCc3ccc(C(=O)OC)o3)s2)o1	0.1	6	-6	2	-0.3	0	6	4	7	-8
CCN(C(=O)CSc1nnc(C)n1-c1ccc(C)cc1)c1c(N)n(Cc2ccccc2)c(=O)[nH]c1=O	-0.2	1	-1	-1	-0.5	1	-2	6	-1	5
CCCn1cnc2c(SCCc3ccccc3)nc(N)nc21	4.1	-1	-108	-4	-0.1	-8	-3	-1	2	-6
CCN(CC)S(=O)(=O)c1cc(NC(=O)CSc2nc3c(cc2C#N)C(=O)CC(C)(C)C3)ccc1C	10*	1	-4	6	-0.8	-7	-10	8	3	12
CCSc1nc2n(n1)C(c1cccc(F)c1)C1=C(CCCC1=O)N2 (stereo not drawn)	-4.5	-3	-69	9	-8.6	20	-22	-1	-22	-3
Cc1cc(C)nc(SCc2cn3c(C)cc(C)nc3n2)n1	1.8	-3	-302	7	4.9	-11	4	3	2	1
Cc1nc(SCC(=O)N(CC(C)C)C2CCS(=O)(=O)C2)c2ccccc2n1 (stereo not drawn)	-0.1	-3	-3	-8	-0.5	-2	-3	3	-3	1

Compound activity from PubChem BioAssay.
